# ARFGAP1 inh = inhibitors of rat ARFGAP1 | 360,000 tested, 0.26% active | inhibition, % at 16.5 µM | Q62848 | Arfgap1-stimulated ARF1 GTP hydrolysis, GDP FP detection;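 active = inhibition above a per-plate limit, mean inhibition of low control wells plus 3 SD, cut at about 25% in these data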;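 also: 0% = DMSO wells with enzyme and 100% = wells lacking Arfgap1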
#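 Material: rat Arfgap1 GAP domain (His6, aa 1-136), purified enzyme. Also added: human ARF1(Δ1-17)-GTP substrate. Compound dosing: 16.5 µM single point, 1.26% DMSO. Timing: enzyme reaction 120 min at 25 °C after 20 min preincubation. Signal: GDP detection by fluorescence polarization. Read-out basis: percent inhibition of GAP-stimulated GDP formation, scaled between DMSO and no-Arfgap1 medians.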
# TDP2 absorb = TDP2 (human) inhibition, absorbance primary screen. recombinant TDP2, T5PNP hydrolysis, p-nitrophenol absorbance 415 nm. inhibition, % at 12.8 µM. 370,000 tested, 0.34% active. AID 720702;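 active = inhibition above the mean of all tested compounds plus 3 SD, set per campaign, cut at about 25% in these data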;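 also: 0% = DMSO with enzyme and 100% = buffer with substrate but no TDP2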
#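 Assay system: Recombinant human TDP2 | Quantity: 120 nM TDP2 per well | Incubation: 2 h at 37 °C | Signal: Epi absorbance | Evaluation: Percent inhibition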
# ASAP1 inh = ASAP1 ArfGAP inhibition. Q9ULH1. inhibition, % at 16.5 µM. 360,000 tested, 0.19% active. ASAP1-stimulated ARF1 GTP hydrolysis, GDP FP detection; in the data active = inhibition above about 25%;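 also: 0% = vehicle with enzyme and substrate and 100% = no enzyme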
# SIAE inh = inhibitors of human sialic acid acetylesterase SIAE. 370,000 tested, 0.69% active. inhibition, % at 9.66 µM. SIAE FP-Rh probe binding, fluorescence polarization. AID 1053197;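 active = inhibition above a cutoff: mean of compounds within the control limits plus 3 SD of those, cut at about 17% in these data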;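 also: 0% = plate median of compound wells and 100% = probe without SIAE protein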
# Target sequence (Q9HAT2 whole entry, looked up): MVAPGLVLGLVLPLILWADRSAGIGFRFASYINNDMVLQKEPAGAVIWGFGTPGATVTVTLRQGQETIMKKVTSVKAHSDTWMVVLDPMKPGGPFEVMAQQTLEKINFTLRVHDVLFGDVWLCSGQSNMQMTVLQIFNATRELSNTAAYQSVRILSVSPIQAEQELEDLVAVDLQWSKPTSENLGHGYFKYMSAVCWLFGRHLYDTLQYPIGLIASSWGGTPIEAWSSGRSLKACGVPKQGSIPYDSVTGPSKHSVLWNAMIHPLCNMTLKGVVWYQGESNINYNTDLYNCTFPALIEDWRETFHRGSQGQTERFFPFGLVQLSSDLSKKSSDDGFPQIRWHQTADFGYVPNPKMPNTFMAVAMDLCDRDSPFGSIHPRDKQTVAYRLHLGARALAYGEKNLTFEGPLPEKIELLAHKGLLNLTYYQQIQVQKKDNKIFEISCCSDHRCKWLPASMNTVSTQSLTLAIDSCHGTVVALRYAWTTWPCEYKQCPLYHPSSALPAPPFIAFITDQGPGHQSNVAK
# ADAM17 inh = inhibitors of human ADAM17; inhibition, % at 6.95 µM; 370,000 tested, 0.83% active; recombinant ADAM17, EDANS/DABCYL FRET peptide cleavage;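 active = inhibition above the mean of compounds lying between control limits plus 3 SD, set per campaign, cut at about 8.5% in these data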;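 also: 0% = DMSO-only wells as the low control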
# ADAM10 inh = inhibits human ADAM10; O14672; recombinant ADAM10, EDANS/DABCYL FRET peptide cleavage, 3 h; inhibition, % at 7 µM; 370,000 tested, 0.62% active; AID 720582;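 active = inhibition above a per-campaign cutoff equal to the mean of compounds falling between control-based bounds plus 3 SD, cut at about 20% in these data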;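 also: 0% = DMSO wells while the 100% control is not disclosed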
# Target sequence (O14672 214-748 limits assumed): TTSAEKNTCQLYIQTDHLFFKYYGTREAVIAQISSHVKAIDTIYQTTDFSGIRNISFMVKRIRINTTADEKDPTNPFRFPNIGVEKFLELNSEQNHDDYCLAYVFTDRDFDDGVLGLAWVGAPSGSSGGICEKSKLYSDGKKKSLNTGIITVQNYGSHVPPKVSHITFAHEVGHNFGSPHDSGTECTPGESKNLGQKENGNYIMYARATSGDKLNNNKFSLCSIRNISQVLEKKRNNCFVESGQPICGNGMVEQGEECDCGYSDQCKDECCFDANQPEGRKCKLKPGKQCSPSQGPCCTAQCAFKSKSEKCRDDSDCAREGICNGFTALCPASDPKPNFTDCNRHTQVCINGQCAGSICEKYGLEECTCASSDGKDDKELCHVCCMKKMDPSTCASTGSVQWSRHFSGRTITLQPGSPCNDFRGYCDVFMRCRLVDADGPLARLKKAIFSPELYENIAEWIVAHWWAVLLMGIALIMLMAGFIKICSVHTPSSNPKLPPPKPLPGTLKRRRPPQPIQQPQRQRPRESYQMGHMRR
# PLC-beta3 inh = inhibitors of human phospholipase C beta3 | 370,000 tested, 0.18% active | AID 720704 | inhibition, % at 12.2 µM | Purified PLC-beta3, fluorogenic substrate, fluorescence; in the data active = inhibition above about 11%;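 also: 0% = median of compound wells on plate and 100% = full blocker control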
# Tn6 DDE FP = DD(E)-Tn6 binding inhibition, primary FP screen; Fibrin DD(E) TRITC-Tn6 fluorescence polarization displacement; inhibition, % at 8.3 µM; 370,000 tested, 0.21% active;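 active = inhibition above a per-campaign cutoff: mean of compounds within control limits plus 3 SD, cut at about 15% in these data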;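 also: 0% = median of all compound wells on the plate and 100% = blocking peptide control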
# PLCg1 inh = PLC-gamma1 (human) inhibition, primary screen; P19174; purified PLC-gamma1, fluorogenic substrate, fluorescence; inhibition, % at 12.2 µM; 370,000 tested, 0.84% active; in the data active = inhibition above about 9.5%
# Tn7 DDE FP = inhibitors of Tn7 peptide binding to human fibrin DD(E); inhibition, % at 8.3 µM; 370,000 tested, 0.13% active; FP displacement of FITC-Tn7 peptide from fibrin DD(E); 0% = median of compound wells per plate;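 active = inhibition above the mean of compounds falling within the control limits plus 3 SD of them, cut at about 14% in these data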;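 also: 0% = plate median of compound wells and 100% = 10 µM Aha-Tn7 peptide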
#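 system = human fibrin DD(E) protein | quantity = DD(E) 2 µM final | medium = Tris/NaCl/CaCl2 buffer, pH 7.8 | also added = labelled Tn7 tracer, 0.1 µM | compound dosing = single point at 8.3 µM | timing = compound with protein 10 min, then 3 h after probe, room temperature | signal = FP measurement | benchmarks = Aha-Tn7 high control | repeats = one replicate per compound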
# Starred values were filed as active, the others as inactive; i = inactive; . = not tested or not shown.
Structure,ARFGAP1 inh,TDP2 absorb,ASAP1 inh,SIAE inh,ADAM17 inh,ADAM10 inh,PLC-beta3 inh,Tn6 DDE FP,PLCg1 inh,Tn7 DDE FP
CCCN1CCC(=O)N([C@H](CN=[N+]=[N-])CC(C)C)CC1,3,-1,-13,-5,-2,-3,-9,-2,-9,5
O=S(=O)(NCc1cccnc1)c1ccc(Br)s1,6,-8,14,9,-1,-5,0,1,2,2
COC(=O)c1ccccc1S(=O)(=O)NNC(=O)Nc1ccccc1,-3,5,3,-4,-6,-8,-9,-4,-1,6
CCCCOC(=O)CSc1nnc(-c2ccc(Cl)cc2Cl)o1,1,3,-5,1,-4,4,-4,5,-2,4
COc1ccc(N2CCN(CC(=O)Nc3nnc(-c4ccccc4)s3)CC2)cc1,4,-6,-2,-6,0,2,-2,5,2,0
CSc1nnc2c3cc(C)ccc3n(Cc3ccccc3)c2n1,-2,-8,6,-9,-2,5,-2,-4,1,0
COC(=O)C(C(=O)OC)c1ccc(N)cc1,3,-9,12,4,-6,-3,-3,-4,2,-1
O=C(CNc1ccc(F)cc1F)NC(=O)NCc1ccco1,-5,0,-8,-1,-7,-7,-8,0,-2,2
CCN(CC(=O)Nc1c(F)cccc1F)C(=O)CCNC(=O)c1ccccc1OC,5,1,2,3,-3,-1,3,-7,0,0
CC1Cc2ccccc2N1C(=O)COC(=O)c1ccc(N(C)C)cc1 (stereo not drawn),0,-11,2,1,2,-4,-3,-2,6,-7
CN(CC(=O)Nc1ccc(F)cc1)C(=O)COC(=O)C1CCN(c2ccc(C(F)(F)F)cn2)CC1,-2,7,16,-1,-4,-7,-1,1,-4,9
Clc1ccc(-c2cn3cccnc3n2)cc1Cl,9,10,-4,-42,-243,i,-263,-2,-223,2
CCC(NC(=O)c1cccc2c1C(=O)N(Cc1cccnc1)C2)c1ccccc1 (stereo not drawn),.,-9,.,-1,1,3,4,0,2,-2
CCN(CC)S(=O)(=O)c1cc(C(=O)O)ccc1Cl,-9,15,-7,1,1,3,5,5,4,-11
COc1cccc(-c2ncc3ccccc3c2COC(=O)N2CCCCC2)c1,-8,-3,0,4,-14,8,2,-2,-1,1
CC(C)Oc1cccc(C(=O)C2CCCN(C(=O)c3ccnn3C)C2)c1 (stereo not drawn),-3,-3,5,-1,2,-9,-3,-2,1,-5
CCOc1ccc2cc(S(=O)(=O)N3CCN(C)CC3)ccc2c1,-3,-1,-14,-8,-6,-10,-5,-6,-3,7
Cc1nc2sc(C(c3cccc(F)c3)N3CCC(C)CC3)c(O)n2n1 (stereo not drawn),-2,7,-6,0,-5,3,3,3,-1,4
COc1cc(OC)cc(-c2noc(-c3csc([C@H]4C[C@H](O)[C@@H](CO)O4)n3)n2)c1,16,-11,10,-8,-1,-7,-15,2,6,-8
COc1cc(OC)cc(-c2c(Sc3ccccc3)c3cc(-c4ccc(OC)c(OC)c4)ccc3n2C)c1,1,-6,-5,-1,-7,-54,-15,9,-10,0
Cc1[nH]c2ccccc2c1/C=N\NC(=O)CNc1ccc2c(c1)OCO2,-1,-7,11,3,13*,7,-10,-7,-5,6
COc1ccc(OC)c(CNC(=O)C2CCCN(S(=O)(=O)N3CCC(C)CC3)C2)c1 (stereo not drawn),5,4,-2,4,-4,2,-6,8,1,-6
COc1ccc(C2CC(c3ccccc3)=NN2C(=O)CSc2nccc(=O)[nH]2)cc1 (stereo not drawn),-1,-9,0,-2,2,2,-2,-2,0,0
Nc1c2c(nc3sc4c(c13)CCCC4)CCCCCC2,-3,3,6,4,-1,11,3,0,1,-2
C[C@H](CO)N1C[C@H](C)[C@@H](CN(C)S(=O)(=O)c2ccc(F)cc2)Oc2ccc(NC(=O)Nc3ccc(C(F)(F)F)cc3)cc2C1=O,6,1,20,-236,9.0*,26*,1,42*,3,0
CC(=O)Nc1ccc(C(=O)N2CCCC(c3cc(C(=O)Nc4ccccc4Cl)no3)C2)cc1 (stereo not drawn),-3,-1,-6,-3,-1,-5,4,-7,0,-4
O=C(CSc1ncccn1)N(Cc1cccnc1)C(CCc1ccccc1)c1nc2ccccc2[nH]1 (stereo not drawn),-6,-11,1,-2,2,-13,-4,-5,2,-7
CCc1ccccc1NC(=O)c1noc(C(C)C)c1[N+](=O)[O-],-12,-16,6,0,6,3,10,-7,3,-7
COc1ccccc1Nc1nc(-c2cccc(N3C(=O)c4ccccc4C3=O)c2)cs1,0,-2,-10,3,2,4,2,2,2,3
Cc1ccc(Nc2nnc(SCC(=O)Nc3cccnc3Cl)s2)cc1C,8,2,15,-5,3,0,-2,-1,-5,5
CNC(C)C(=O)NC(C(=O)N1CCCC1C(=O)Nc1ccc2[nH]ccc2c1)C(C)C (stereo not drawn),-11,-2,6,12,-5,-7,-9,4,-6,3
CC1CCC2(CC1)NC(=O)N(CC(=O)NCc1ccc(Cl)cc1)C2=O (stereo not drawn),5,-9,-14,-3,-6,-22,0,-4,-2,0
C=CCn1c(=O)c2c3c(sc2n2c(Nc4ccccc4)nnc12)CCCC3,2,-6,0,-1,3,6,1,0,0,1
COc1ccc(NC(=O)Cc2coc3cc(C)ccc23)cn1,8,-1,-3,3,-1,0,0,-1,3,-3
Cc1ccc(N2CCN(S(=O)(=O)c3nnc(NC(=O)c4ccco4)s3)CC2)cc1,-3,12,15,-2,0,-2,-12,3,-9,-1
COCCCNC(=O)C1CCC(=O)N(c2ccc3c(c2)OCO3)C1c1ccc(OC)cc1 (stereo not drawn),3,3,2,-8,-1,6,-2,7,-1,8
O=C1CC(c2ccccc2F)C2=C(COC2=O)N1 (stereo not drawn),9,11,8,0,0,2,0,4,4,-3
Cc1cc(O)c(CN2CCN(S(=O)(=O)c3cccs3)CC2)cc1C(C)C,3,5,6,1,1,1,-4,0,-1,-2
O=C(CCNC(=O)N1CC(=O)Nc2ccccc21)NCc1ccccc1Cl,2,4,10,-1,-1,-11,0,0,3,-12
CCC(=O)Nc1nnc(C)s1,-1,-12,-5,-6,12*,6,6,3,10*,0
CC(C)Oc1ccccc1-c1cc(C(=O)N/N=C/c2cccnc2)c2ccccc2n1,13,-10,-7,-9,-3,2,-47,-9,-30,-1
O=C(CN1C(=O)C2CCCCN2C(=O)c2ccccc21)N1CCCC1 (stereo not drawn),.,4,.,-3,-2,-10,0,1,1,-2
COC(=O)C1=C(N)Oc2cc(C)n(CCCn3ccnc3)c(=O)c2C1c1ccc(Cl)cc1 (stereo not drawn),-10,1,11,10,-6,-6,1,3,0,4
CC1CCc2c(sc(NC(=O)c3ccco3)c2C(=O)O)C1 (stereo not drawn),-2,-10,27*,2,4,12,-271,7,-173,-6
CC1=CC2=NC(=O)/C(=C\c3cc(C)n(-c4ccccc4)c3C)C(=N)N2O1,21,1,-2,3,1,-14,-5,4,-20,3
Cc1ccc2nc(C)cc(C(=O)N/N=C/c3ccncc3)c2c1,6,0,3,0,-1,-14,-6,3,-3,-1
CC1CN=C(Nc2cccc(S(=O)(=O)N(C)C)c2)S1 (stereo not drawn),12,-8,4,2,5,-2,1,0,0,0
O=C(Nc1ccc2c(c1)nc1n2CCN(C2CCCCC2)C1)c1ccco1,1,10,-11,-2,-44,-166,-254,-11,-174,-5
O=C(CSc1nnc(Cc2ccccc2)n1C1CCCCC1)N1CCOCC1,-4,-11,6,2,-2,7,3,4,6,1
COCCN(C(=O)c1cc(CN2C(=O)c3ccccc3C2=O)ccc1OC)c1c(N)n(CC(C)C)c(=O)[nH]c1=O,-18,6,-5,-2,-4,-18,-8,2,2,4
CCc1cc(C(=O)c2ccc(OC)cc2)c(NC(=O)CN2CCCC2)s1,5,-9,10,-3,-4,11,-1,-2,4,-6
CC1CCCCN1C(=O)COC(=O)c1ccc(=O)n(Cc2ccccc2)n1 (stereo not drawn),6,1,-19,6,-5,-9,0,-3,1,4
COc1cccc(CC(=O)OC(C)C(=O)Nc2ncc(Cl)cc2Cl)c1 (stereo not drawn),-2,-20,-12,1,1,-7,1,5,1,-3
COc1ccccc1C(=O)Nc1ccnn1C1CCN(C)CC1,-9,2,2,8,0,0,-4,0,3,-3
CCOC(=O)C1CCCC12Nc1cccc3cccc(c13)N2 (stereo not drawn),8,-1,-14,12,-1,-3,-2,0,-7,-8
COCCOC(=O)c1c(NC(=O)CN2CCCc3ccccc32)sc(C(N)=O)c1C,-4,-4,-1,2,-1,-7,-9,-1,-5,10

# 3 compounds out of the list above, arranged by the number in TDP2 absorb, high to low.
Structure,ARFGAP1 inh,TDP2 absorb,ASAP1 inh,SIAE inh,ADAM17 inh,ADAM10 inh,PLC-beta3 inh,Tn6 DDE FP,PLCg1 inh,Tn7 DDE FP
COc1ccccc1C(=O)Nc1ccnn1C1CCN(C)CC1,-9,2,2,8,0,0,-4,0,3,-3
CCOC(=O)C1CCCC12Nc1cccc3cccc(c13)N2 (stereo not drawn),8,-1,-14,12,-1,-3,-2,0,-7,-8
O=C(CSc1nnc(Cc2ccccc2)n1C1CCCCC1)N1CCOCC1,-4,-11,6,2,-2,7,3,4,6,1

# Next section:
Structure,ARFGAP1 inh,TDP2 absorb,ASAP1 inh,SIAE inh,ADAM17 inh,ADAM10 inh,PLC-beta3 inh,Tn6 DDE FP,PLCg1 inh,Tn7 DDE FP
COc1ccc(C2=NOC3(CC(=O)N(c4ccc(C)cc4)C3=O)C2)c(OC)c1 (stereo not drawn),3,10,4,0,-1,-1,0,0,1,8
Cc1ccccc1-c1nc2ccccc2c(=O)n1/N=C/c1ccc([N+](=O)[O-])cc1,0,-10,-7,4,-3,10,-4,0,3,4
CC(C)C(c1nnnn1Cc1ccc(F)cc1)N1CCN(C2CCCCC2)CC1 (stereo not drawn),-8,-5,-13,1,3,0,2,8,5,-4
O=C(CN1C(=O)COc2ccccc21)NCCN1CCOCC1,-7,-3,-16,3,-6,-1,-9,-8,2,4
NC(=O)N1CCN(CCCN2c3ccccc3Sc3cc(Cl)ccc32)CC1,-9,-9,9,7,-7,-20,-15,-3,-10,3
O=C(Nc1ccc(Cl)cc1)N1CCc2[nH]c3ccccc3c2C1,3,-14,9,-8,-4,-17,-130,1,-105,-6
Cc1ccccc1S(=O)(=O)Cc1ccc(C(=O)NCCN(Cc2ccccc2)C(C)C)o1,-13,-1,4,-1,0,2,-3,7,0,5
O=C(COC(=O)C1CCC(=O)N1)Nc1ccccc1Br (stereo not drawn),5,17,9,-2,-7,-4,-6,6,0,0

# High-throughput results deposited in PubChem BioAssay by The Scripps Research Institute Molecular Screening Center.
